HSF1 inhib: HSF1 inhibitors in luciferase reporter cells, primary screen, cell-based, NIH3T3, luminescence | 300,000 compounds, 0.77% hits | NIH3T3-HGL HSE-luciferase, MG132-induced, luminescence 8 h; stronger effect = lower value | activity change, negative = inhibition, % at 7.5 µM (by protocol) | AID 2098, 2009;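 active = more than half of replicate wells show activity change below -50%, luminescence cut by over half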;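 note: luciferase reports HSF-1 transcriptional activity via heat shock element; 0% = median of DMSO wells and -100% = zero luminescence signal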
GSK3B inh: human GSK3beta kinase inhibitors, primary screen, biochemical, cell-free homogeneous, HTS; GST-GSK3beta kinase, ADP-Glo luminescence, 60 min; stronger effect = lower value; 300,000 compounds, 0.038% hits; activity score (negative = inhibition), % at 10 µM; AID 2097, 2009; Glycogen synthase kinase-3 beta (Homo sapiens), P49841;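 active = more than half of replicate wells score below -50%, meaning over 50% inhibition versus plate controls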;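 note: 0% = median DMSO wells and -100% = median GW8510 positive control wells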
Target sequence (P49841 whole entry, looked up): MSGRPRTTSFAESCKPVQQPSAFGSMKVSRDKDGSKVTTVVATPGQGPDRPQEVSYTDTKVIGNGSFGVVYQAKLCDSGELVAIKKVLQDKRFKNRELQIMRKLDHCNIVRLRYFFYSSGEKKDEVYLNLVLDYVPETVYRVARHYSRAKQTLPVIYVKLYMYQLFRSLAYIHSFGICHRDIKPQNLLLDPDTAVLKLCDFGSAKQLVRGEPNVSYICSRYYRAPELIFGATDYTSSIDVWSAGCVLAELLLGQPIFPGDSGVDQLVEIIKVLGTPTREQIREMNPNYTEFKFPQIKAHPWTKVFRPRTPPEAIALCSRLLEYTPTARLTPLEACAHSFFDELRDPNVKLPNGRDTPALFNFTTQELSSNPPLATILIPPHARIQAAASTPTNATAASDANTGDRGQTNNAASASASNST
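Test system: GST-tagged human GSK3beta kinase, cell-free; evaluation: activity score scaled between in-plate DMSO and GW8510 controls; measured by: ADP-Glo luminescence; incubation: 60 min reaction, RT; benchmarks: DMSO and 20 µM GW8510; reagent: peptide substrate plus 25 µM ATP (final); medium: Tris/MgCl2 kinase buffer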
HSF-1 act: HSF-1 activators, primary screen, NIH3T3-HGL cells, MG132 stress, luminescence, single point; NIH3T3-HGL HSF-1 luciferase reporter, 8 h; 100% = twice DMSO control signal; activation, % at 9 µM; 300,000 compounds, 1.7% hits;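 active = mean replicate activation of at least 50% with a set share of replicates each reaching 50%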;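 note: 0% = median of the neutral control wells and 100% = twice that signal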
AI-2 QS mod: Vibrio harveyi AI-2 quorum sensing modulators, primary screen, JMH597 strain, luminescence/OD600 ratio; activity change, % at 7.5 µM; Vibrio harveyi JMH597 AI-2 luminescence/OD600 ratio, 9 h; stronger effect = lower value; strain lacks LuxN and CqsS sensors; 0 = neutral-control median; 300,000 compounds, 0.4% hits; in the data active = activity change below about -75%, passing the limit was not always enough;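 note: luminescence divided by OD600 gain over 9 h not by final OD600 alone; inactives centre near 13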
Platelet DG rel: inhibitors of platelet dense granule secretion, primary screen, cell-based, MLPCN, human platelets | human platelet-rich plasma, SFLLRN dense granule ATP release, luminescence | inhibition, %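 (compounds screened at 7.5 µM in platelet-rich plasma)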 | 300,000 compounds, 0.22% hits | AID 1663, 2009;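 active = mean replicate score, as percent of positive control, at or above 50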
GSK3 alpha inh: blockers of GSK3A enzyme activity – biochemical, luminescence, cell-free homogeneous, HTS, primary screen. Glycogen synthase kinase-3 alpha (Homo sapiens), P49840. GSK-3 alpha kinase, ADP-Glo luminescence, 60 min. inhibition, % at 10 µM. 320,000 compounds, 0.1% hits. AID 2650, 2010;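 in the data active = inhibition above about 50%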;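 note: GST-tagged GSK-3 alpha with peptide substrate and 25 µM ATP; 0% = DMSO neutral wells and 100% = GW8510 positive control wells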
HDAC3 inh: HDAC3 deacetylase inhibitors, primary screen, biochemical, fluorescence, cell-free homogeneous. Histone deacetylase 3 (Homo sapiens), O15379. recombinant HDAC3, fluorogenic peptide/trypsin coupled. inhibition, % at 8.3 µM. 320,000 compounds, 0.15% hits. AID 2718, 2010; in the data active = inhibition above about 26%, passing the limit was not always enough
Target sequence (O15379 whole entry, looked up): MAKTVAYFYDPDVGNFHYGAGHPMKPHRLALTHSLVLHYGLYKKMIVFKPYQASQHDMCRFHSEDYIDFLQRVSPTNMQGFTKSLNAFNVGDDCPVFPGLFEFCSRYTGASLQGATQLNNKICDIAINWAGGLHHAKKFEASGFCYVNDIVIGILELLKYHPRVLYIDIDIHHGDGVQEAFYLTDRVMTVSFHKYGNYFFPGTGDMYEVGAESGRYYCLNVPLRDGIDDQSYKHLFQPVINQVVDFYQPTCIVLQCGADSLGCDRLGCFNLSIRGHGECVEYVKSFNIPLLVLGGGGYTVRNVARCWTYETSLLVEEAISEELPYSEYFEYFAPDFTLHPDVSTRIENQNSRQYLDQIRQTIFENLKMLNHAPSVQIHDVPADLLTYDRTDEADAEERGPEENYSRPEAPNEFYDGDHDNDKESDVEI
HSP90 refold inh: HSP90 inhibitors, primary screen, cell lysate, luminescence | Heat shock protein HSP 90 (rabbit reticulocyte lysate; luciferase refolding) | Rabbit reticulocyte lysate, luciferase refolding luminescence, 3 h | inhibition, % at 5.6 µM | 290,000 compounds, 0.91% hits | AID 1789, 2009;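 active = inhibition above the screen-wide mean plus 3 SD, computed separately per campaign, cut at about 16% in these data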;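 note: 0% = DMSO wells and 100% = 60 µM geldanamycin wells; inhibitors lower the luminescence because luciferase stays unfolded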
PolyA inhibitor: polyadenylation inhibitors in yeast reporter cells, primary screen, luminescence, S. cerevisiae | AID 1875, 2009 | calls only at 12 µM | S. cerevisiae SKY197-pL101 polyadenylation reporter, beta-gal luminescence; efflux-impaired pdr1/pdr3 knockout yeast; score 100 = 6 SD above DMSO | 300,000 compounds, 0.02% hits;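 active = lowest replicate activity score at least 50, where 100 means six control SD above control mean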;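 note: yeast exposed to compound for 9 h at 30 °C; higher score means more reporter readthrough which indicates perturbed polyadenylation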
DYRK1A inh: rat Dyrk1A kinase inhibitors, primary screen, biochemical, single point, plate reader. ADP-Glo luminescence, NFATc1 peptide. 310,000 compounds, 0.43% hits. Dual specificity tyrosine-phosphorylation-regulated kinase 1A (Rattus norvegicus), Q63470. inhibition, % at 12.5 µM. AID 504441, 2011; in the data active = inhibition above about 50%;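 note: plate controls were vehicle with enzyme for no effect and no enzyme for full effect; many of its hits are not listed in these tables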
Numbers without * were called inactive; i = inactive; . = no result given.

SMILES	HSF1 inhib	GSK3B inh	HSF-1 act	AI-2 QS mod	Platelet DG rel	GSK3 alpha inh	HDAC3 inh	HSP90 refold inh	PolyA inhibitor	DYRK1A inh
Cc1cc(C)c(NC(=O)CCCOC(=O)C2=COCCO2)c(C)c1	2.7	3.2	-5.4	39.4	0.0	-0.1	7.6	1.9	i	15.3
CCCCNC(=O)CCC(=O)Nc1ccc2nc(N3CCCCC3)cc(C)c2c1	-0.7	-0.6	15.0	45.8	-3.3	2.0	-5.5	0.6	i	0.6
O=C(CCCCn1c(=O)[nH]c2ccsc2c1=O)NCc1ccc2c(c1)OCO2	-1.7	1.2	-8.5	34.9	0.9	0.0	.	-2.8	i	4.6
O=C(COC(=O)Cc1c[nH]c2ccccc12)NCCc1ccccc1	-4.8	-4.6	-17.4	6.7	16.6	-2.0	1.1	.	i	8.6
Cc1nc(N2CCNCC2)c2c3c(sc2n1)CCCC3	-4.7	-5.9	-4.7	9.3	13.2	3.4	8.2	-0.5	i	.
CCCCCn1c(=O)c(F)cn(Cc2ccc(OC)c([N+](=O)[O-])c2)c1=O	-1.9	-1.3	14.7	18.4	8.0	-2.9	2.6	-1.6	i	3.3
NS(=O)(=O)c1ccc(CNC(=O)c2ccc(Cl)cc2[N+](=O)[O-])cc1	10.7	0.9	19.3	8.4	11.0	-0.5	2.1	0.8	i	-3.7
CCc1ccc(C(C)NC(=O)c2cccs2)cc1 (stereo not drawn)	9.9	2.6	8.9	19.3	-1.4	-2.0	-5.7	.	i	-4.9
C=CCNc1nnc(SC2CC(=O)N(c3ccc(OC)cc3)C2=O)s1 (stereo not drawn)	-6.8	-0.7	1.4	58.6	16.9	.	-5.5	0.1	i	6.6
O=C(NCc1ccccc1Cl)c1cccc(OC2CCN(C(=O)C3CC3)CC2)c1	1.0	3.5	23.7	28.7	-2.3	-2.0	1.4	-2.1	i	-3.0
O=C(N/N=C/c1cccc(F)c1)NC1CCCCC1	9.4	0.3	18.0	16.3	3.7	2.5	1.5	3.2	i	8.3
CCOC(=O)c1cc(-c2ccccc2)sc1N	7.5	-1.9	8.6	10.4	-2.3	-0.4	7.1	-7.0	i	-0.1
O=C(COc1ccc(S(=O)(=O)N2CCOCC2)cc1)Nc1ccccc1Cl	-0.6	.	7.8	.	13.3	-2.6	-6.5	-3.5	i	-1.6
O=C(Nc1cnc2ccccc2c1)N1CCCCC1	7.6	4.3	20.1	3.9	-3.0	1.5	5.9	-1.7	i	9.7
Cc1sc(NC(=O)c2ccco2)c(C(c2cccnc2)N2CCN(c3ccc(F)cc3)CC2)c1C (stereo not drawn)	6.0	2.8	-13.5	21.4	0.5	-2.9	-3.6	-1.5	i	6.0
O=c1c2[nH]c3ccc(F)cc3c2ncn1CCN1CCOCC1	-4.3	-2.9	-10.1	7.8	-0.4	0.1	-5.9	-2.0	i	4.8
CCOc1ccccc1NC(=O)C1CCN(c2ccc(S(=O)(=O)N3CCCC3)cc2)CC1	1.2	1.1	4.4	13.5	2.3	.	.	0.6	i	-2.0
O=C(CCN1C(=O)C2C3C=CC(C4CC34)C2C1=O)Nc1ccc(Cl)cc1O (stereo not drawn)	-1.4	0.0	23.2	0.5	10.8	-4.5	-3.1	0.7	i	-8.8
c1ccc(-c2nc(-c3ccc(-c4ccon4)s3)no2)cc1	17.6	3.4	25.3	2.6	0.9	-3.5	0.7	3.9	i	7.4
CCCCC1=CC2=CC(=O)C(C)(OC(=O)CC)C(=O)C2=CN1c1ccccc1 (stereo not drawn)	6.5	-2.1	-4.6	1.3	-2.8	2.4	6.1	.	i	-6.4
CCOc1ccc(-c2cn(CCC#N)cn2)cc1	-0.9	5.0	26.6	8.8	-1.0	-2.5	3.6	-0.4	i	-6.0
O=C(CCCc1nc(-c2ccc(Cl)cc2)no1)NCC1CCCO1 (stereo not drawn)	-2.8	1.8	-5.4	6.2	21.1	-0.4	-0.8	2.7	i	-4.6
CCn1c(NCCO)nc2c(c1=O)C(C)(CC)Cc1ccccc1-2 (stereo not drawn)	9.7	-1.7	36.1	41.6	-19.7	-0.2	-64.4	1.6	i	-1.4
CCCCCC(=O)OC(CN1CCCCCC1)CN1CCCC1=O (stereo not drawn)	2.1	0.0	-11.1	-13.1	-0.1	2.9	-0.4	4.7	i	6.6
C=CCN(CC=C)C(=O)Cc1ccc(F)cc1	-0.8	2.6	1.5	40.7	0.4	-1.1	.	-0.1	i	9.9
CC(=O)c1cccc(NC(=O)CNC(=O)c2cc3ccccc3o2)c1	-4.3	1.3	-8.2	9.0	0.9	-0.1	2.7	-6.2	i	3.8
COc1ccc(CC(=O)NNC2=Nc3cccc4cccc2c34)cc1	-3.6	0.1	-4.4	1.8	1.9	6.2	0.4	-2.1	i	1.8
Cc1ccc(NC(=O)C2CCN(C(=O)c3ccc(Cl)cc3)CC2)nc1	-3.8	-5.3	-2.0	15.2	4.6	.	.	.	i	-1.6
Cc1ccccc1-c1noc(C2CCCCC2)n1	7.0	-0.6	6.1	7.7	3.6	-2.8	-0.5	1.4	i	-10.3
COC(=O)CSc1nnc(CNC(=O)c2ccccc2F)n1-c1ccccc1	-6.2	0.9	8.0	19.3	5.9	-0.6	-6.6	3.6	i	.
CCOC(=O)Nc1c(C(=O)OC)[nH]c2cc(OC)ccc12	3.7	-1.5	-2.2	20.6	1.7	0.1	7.8	2.8	i	-9.7
C=CCn1c(Cc2nc3ccccc3[nH]2)n[nH]c1=S	0.1	0.6	0.0	3.7	-1.0	-0.6	6.2	3.1	i	5.1
C/C(=N\NC(=O)C1CC1)c1ccccc1O	0.6	.	0.4	.	0.1	0.2	1.6	-4.5	i	.
COc1cccc(CN(C)C(=O)C(CCSC)NS(=O)(=O)c2ccc3c(c2)OCCO3)c1OC (stereo not drawn)	-28.7	-4.0	-30.6	5.7	6.9	-0.7	.	.	i	8.7
COc1ccccc1N1N=C(C(=O)c2ccccc2)C2C(=O)N(c3ccc(Br)cc3)C(=O)C21 (stereo not drawn)	-0.4	1.8	-5.2	19.4	0.3	-0.4	-6.4	0.5	i	.
CN(CCc1ccccn1)C1CCCN(S(=O)(=O)c2ccc(F)c(Cl)c2)C1 (stereo not drawn)	13.7	-1.8	23.6	20.9	-11.6	2.9	-6.3	-1.0	i	-0.3
CCOc1cc(CNc2ncc(-c3ccc(OC)cc3)n2C)ccc1O	-6.0	2.5	1.2	19.3	12.8	4.1	1.8	-0.9	i	2.6
CCOc1ccc(S(=O)(=O)N(CC)CC(=O)NCc2ccco2)cc1C	-10.2	.	22.4	.	-2.8	0.1	6.6	-2.3	i	-3.7
C=C(C)CSc1ncc(-c2cccc(C(F)(F)F)c2)cn1	7.6	-4.9	13.2	3.9	-7.9	-4.5	17.6	-1.5	i	-3.7
CCNS(=O)(=O)c1cc(Br)ccc1OC	3.7	0.7	4.0	6.1	-4.1	0.0	-2.6	-1.7	i	8.4
O=C(CSc1nc2ccccc2[nH]1)NCC1CCCO1 (stereo not drawn)	.	1.9	.	8.2	13.9	-3.6	1.1	-1.1	i	0.5
COc1ccccc1C(=O)NCCC(=O)NC(C)c1ccc(-n2ccnc2)cc1 (stereo not drawn)	-0.1	1.2	0.8	-9.3	-11.4	2.3	1.1	.	i	10.8
COc1ccc(CCN2C(=O)CS/C2=N/NC(=O)c2ccccc2F)cc1OC	0.1	2.4	-1.0	25.0	-0.2	-2.6	-2.0	-1.9	i	-7.9
CCOC(=O)c1ccc(NS(=O)(=O)c2cc3c4c(c2)CCN4C(=O)CC3)cc1	3.5	-0.2	5.2	13.4	3.5	-0.7	-4.0	.	i	-7.2
CC(=O)N1CCN(C(=O)c2ccc(C(=O)c3ccccc3)cc2)CC1	-4.0	-2.4	-15.6	14.7	9.8	-2.8	-0.9	-1.7	i	2.1
COc1cccc(N(C(=O)c2snc(C(N)=O)c2N)C(C(=O)NCC2CCCO2)c2cccs2)c1 (stereo not drawn)	4.2	0.2	14.9	24.5	8.3	-4.1	-2.3	-2.5	i	-5.2
CCOc1ccc(CNc2cccc(SC)c2)cc1	0.5	0.5	-0.1	-55.1	-3.5	-2.2	3.0	-0.8	i	2.8
Cc1ccc(C(=O)Nc2ccc(N3CCOCC3)nc2N2CCOCC2)cc1	2.2	-0.5	3.3	18.4	-1.0	-1.6	-1.3	5.0	i	.
O=C(c1cccc2c1C(=O)N(Cc1cccnc1)C2)N1CCN(c2ccccc2)CC1	3.8	-3.8	26.2	5.4	2.7	-18.4	4.0	-0.4	i	-2.4
Cc1ccccc1CSc1nc(C(C)(C)C)cc(=O)[nH]1	-5.8	-4.0	-2.0	7.7	-1.1	-31.3	1.5	-2.8	i	-0.4

Part of the list above, with values ahead of the structure:
HSF1 inhib | GSK3B inh | HSF-1 act | AI-2 QS mod | Platelet DG rel | GSK3 alpha inh | HDAC3 inh | HSP90 refold inh | PolyA inhibitor | DYRK1A inh | mol
0.5 | 0.5 | -0.1 | -55.1 | -3.5 | -2.2 | 3.0 | -0.8 | i | 2.8 | CCOc1ccc(CNc2cccc(SC)c2)cc1
2.2 | -0.5 | 3.3 | 18.4 | -1.0 | -1.6 | -1.3 | 5.0 | i | . | Cc1ccc(C(=O)Nc2ccc(N3CCOCC3)nc2N2CCOCC2)cc1

Further results:
SMILES	HSF1 inhib	GSK3B inh	HSF-1 act	AI-2 QS mod	Platelet DG rel	GSK3 alpha inh	HDAC3 inh	HSP90 refold inh	PolyA inhibitor	DYRK1A inh
O=C(Nc1ccc(Cl)cn1)c1cc(S(=O)(=O)N2CCCCC2)ccc1Cl	10.1	0.7	14.0	19.1	-1.5	1.2	7.4	-0.5	i	-1.6
CCN(C(=O)c1cc2cc(OC)ccc2oc1=O)c1cccc(C)c1	1.9	3.6	0.2	20.1	-1.8	-1.4	2.8	-7.0	i	-0.6
CCOc1ccccc1C(=O)OCC(=O)Nc1cc(Cl)ccc1Oc1ccccc1	12.9	3.1	35.4	10.9	4.3	-2.3	2.9	-5.4	i	-6.2
CCOC(=O)c1c(O)c2cccc3c2n(c1=O)CC3	-3.5	4.0	1.1	15.5	8.6	-2.9	1.9	-2.0	i	1.2
Cc1ccc(N=Nc2c(N)[nH]n3c(=O)cc(C)nc23)cc1	3.5	-10.2	-2.3	10.6	-2.2	-0.1	2.6	-2.1	i	23.5
COc1ccc(OCC(=O)NNC(=O)Nc2cccc(Cl)c2)cc1	-0.2	1.4	-7.3	14.6	-4.5	0.2	5.2	1.5	i	-6.9

This is a subset; count on the stated rates, not on these rows.
